Wnt bcat act: activates Wnt/beta-catenin signaling in a reporter cell assay. activator, plate reader. activation, % at 9.35 µM. 300,000 tested, 1.2% active; in the data active means activation above about 30%, passing the limit was not always enough;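 further: 0% = neutral control wells and 100% = positive control wells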
The depositor's hits bear a star; & = joins results of further samples.

SMILES	Wnt bcat act
COc1ccc2ccccc2c1CN1CCN(c2ncc(Cc3ccccc3)cn2)CC1	0
Cc1ccc(S(=O)(=O)N[C@H]2CCC[C@@H]2O)cc1	-2
O=C1NC[C@@H](CCCCN2CCN(Cc3ccccc3)C(=O)C2=O)N(CC2CCCCC2)C1=O	3
CCOC(=O)CN1C(=O)N[C@@H](CCc2ccccc2)C(C(C)=O)=C1C	-2
COc1cccc(-c2cc3nc(NCCN4CCCC4)n(C)c(=O)c3s2)c1	-3
CCCCNC(=O)c1nc(-c2cccc(C(F)(F)F)c2)oc1-c1ccc(OC(F)(F)F)cc1	-8
O=C1NC[C@@H](CCCCN2C[C@H](Cc3ccc(O)cc3)N(CCc3ccc(O)cc3)C(=O)C2=O)N(CC2CCCCC2)C1=O	0
CCc1c(-c2ccc(Br)cc2)ncn1Cc1cccc(-c2ccccc2)c1	1
COc1ccc(C(NC(=O)C2CCN(CCOc3ccc(Cl)cc3Cl)CC2)c2ccccn2)cc1 (stereo not given)	-2
O=S1(=O)N[C@H](c2ccccc2)COc2cc(Br)ccc21	-2
O=C(NCc1ccccc1)[C@H]1CCCN1C(=O)[C@H]1CCCN1C(=O)N1CCCCC1	1
CC(=O)Nc1ccc(-c2ccnc3c2CC(C)(C(=O)NCc2ccncc2)O3)cc1 (stereo not given)	-1
COCc1[nH]nc2c1C(c1ccc(Br)cc1)N(c1ccc(OC)cc1)C2=O (stereo not given)	3
CCOc1ccc(CCN2C(=S)N([C@@H](Cc3ccc(O)cc3)CN3CCC[C@@H]3CN3C(=S)NC[C@@H]3CC(C)C)C[C@@H]2CC(C)C)cc1	-3
COc1ccc(-c2cc(NC(=O)Cc3c[nH]c4ccccc34)ccc2N(C)c2cccnc2)cc1F	-4
Cc1noc(C)c1NC(=O)N1C[C@H](O)COC[C@H]2O[C@@H](CC(=O)NCC3CCCCC3)CC[C@@H]21	-1
Cn1cncc1C#Cc1ccc(N2C(c3ccsc3)=Cc3ccc(F)cc3C2c2c[nH]c3ccccc23)cc1 (stereo not given)	-1
COCc1cc(N2CCN(C(=O)OC(C)(C)C)C[C@H]2C)ccc1N1CC[C@@H](O)C1	4
CC(C)CCN1C(=O)CSCC1(C)C(=O)NCc1ccccc1 (stereo not given)	0
CC1(C(=O)NS(=O)(=O)c2cccc(F)c2)CCN1C(=O)CC1CCCC1 (stereo not given)	-3
CCNC(=O)N1CCN(c2ccc(N3CCN(C(=O)NCC)[C@@H](C)C3)c(C)c2)[C@H](C)C1	1
CCN(CC)C(=O)c1cccc(-c2csc(C(O)c3ccccc3)n2)c1 (stereo not given)	-3
CC(=O)NCCNc1nc2cc(-c3cscc3C)sc2c(=O)n1C	0
Cc1ccc(C2c3c(n[nH]c3C)C(=O)N2Cc2ccccc2)cc1 (stereo not given)	2
Cc1cc(C(=O)COc2ccc(C#N)cc2)c(C)n1CC1CCCO1 (stereo not given)	-5
CC1(C(=O)NS(=O)(=O)C2CC2)CCCN(C(=O)CSc2ccccc2)C1 (stereo not given)	0
CN(C(=O)CN1CCN(c2cc(-c3ccc(OCc4ccccc4)cc3)ncn2)CC1)c1ccccc1	-2
CCCCCCCCN1C(=O)[C@H](CC(=O)NCc2ccc(OC)c(OC)c2)C[C@@]2(C(=O)OCC)CCC=C12	-5
NC(c1ccccc1)c1csc(NC(=O)Nc2ccc(OC(F)(F)F)cc2)n1 (stereo not given)	0
COc1cc(OC)cc(OC2(C)CCN(Cc3ccc(OC(C)C)cc3)C2)c1 (stereo not given)	-1
CCCCCCn1cc(CN2CC(N3CCN(CCN(C)C)CC3)CS2(=O)=O)nn1 (stereo not given)	-4
CCCCn1nnnc1C(c1ccccc1)N1CCN(C(=O)C2CCCO2)CC1 (stereo not given)	-2
O=S(=O)(c1cccc2ccccc12)N1CCC2CC1c1cc(-c3ccc4c(c3)OCO4)ccc12 (stereo not given)	-2
COC(=O)C1=CN(c2ccc(C(C)(C)C)cc2)C(N)=C(C#N)C1c1cccc([N+](=O)[O-])c1 (stereo not given)	14
Cc1ccc(Cc2c(-c3ccco3)nc3ccc(Br)cn23)cc1	3
CC(=O)C1=CCC(c2cccs2)N(S(=O)(=O)c2ccc(C)cc2)C1 (stereo not given)	-2
COCCNc1ncnc2c1ncn2[C@H]1CN(CCOC)C[C@@H](CO)O1	-3
CC(C)(C)Cc1c(-c2cccc(Cl)c2)nc2ccc(Br)cn12	3
C[n+]1ccc2[nH]c3ccccc3c2c1	-3
Nc1[nH]c(C(=O)c2ccccc2)c(-c2ccc(Cl)cc2)c1C(=O)NCc1ccco1	0

14 compounds already listed, ordered by length of the SMILES, largest number first:
SMILES	Wnt bcat act
CCOc1ccc(CCN2C(=S)N([C@@H](Cc3ccc(O)cc3)CN3CCC[C@@H]3CN3C(=S)NC[C@@H]3CC(C)C)C[C@@H]2CC(C)C)cc1	-3
CCCCCCCCN1C(=O)[C@H](CC(=O)NCc2ccc(OC)c(OC)c2)C[C@@]2(C(=O)OCC)CCC=C12	-5
COC(=O)C1=CN(c2ccc(C(C)(C)C)cc2)C(N)=C(C#N)C1c1cccc([N+](=O)[O-])c1 (stereo not given)	14
CCNC(=O)N1CCN(c2ccc(N3CCN(C(=O)NCC)[C@@H](C)C3)c(C)c2)[C@H](C)C1	1
COc1ccc(-c2cc(NC(=O)Cc3c[nH]c4ccccc34)ccc2N(C)c2cccnc2)cc1F	-4
COCc1cc(N2CCN(C(=O)OC(C)(C)C)C[C@H]2C)ccc1N1CC[C@@H](O)C1	4
COc1ccc(C(NC(=O)C2CCN(CCOc3ccc(Cl)cc3Cl)CC2)c2ccccn2)cc1 (stereo not given)	-2
Nc1[nH]c(C(=O)c2ccccc2)c(-c2ccc(Cl)cc2)c1C(=O)NCc1ccco1	0
CCCCCCn1cc(CN2CC(N3CCN(CCN(C)C)CC3)CS2(=O)=O)nn1 (stereo not given)	-4
COc1cc(OC)cc(OC2(C)CCN(Cc3ccc(OC(C)C)cc3)C2)c1 (stereo not given)	-1
CCN(CC)C(=O)c1cccc(-c2csc(C(O)c3ccccc3)n2)c1 (stereo not given)	-3
Cc1cc(C(=O)COc2ccc(C#N)cc2)c(C)n1CC1CCCO1 (stereo not given)	-5
Cc1ccc(Cc2c(-c3ccco3)nc3ccc(Br)cn23)cc1	3
C[n+]1ccc2[nH]c3ccccc3c2c1	-3

More records follow.
SMILES	Wnt bcat act
CC(=O)C1=CCC(c2ccc(Cl)cc2)N(S(=O)(=O)c2ccc(C)cc2)C1 (stereo not given)	-1&-2
COC(=O)CC1OCC=C2CN3CCC45C6=CC(=O)C(=O)C([N+](=O)[O-])=C6NC4C1C2CC35 (stereo not given)	0
COc1cc(C(=O)N2CCCCC2c2cc(C(=O)NCc3cccnc3)no2)cc(OC)c1C (stereo not given)	-3
CCc1nc2ccc(C(=O)Nc3cccc(NS(C)(=O)=O)c3)cn2c1N(C)CCN1CCOCC1	-2
CC(C)c1ccc(NC(=O)Nc2nc(C(N)C3CCCCC3)cs2)cc1 (stereo not given)	-2
CCNC(=O)C1CCCN(C(=O)c2cccc3ccccc23)CC1 (stereo not given)	0
CC(=O)c1ccc(OC2(C)CCN(Cc3ccccc3OC(F)F)C2)cc1 (stereo not given)	-3
COc1cccc(CNc2nc(NCc3ccccc3)nc3ccsc23)c1	-1
O=C(Nc1ccc(OCc2ccccc2)cc1)Nc1nnc([C@H]2C[C@H](O)[C@@H](CO)O2)s1	-4
O=C(NCc1ccccc1)C(C1CC1)n1c(=O)c(-c2cc3ccccc3[nH]2)nc2ccccc21 (stereo not given)	-3
CC(C)(C)c1ccc(CC(=O)N2CCC2(C)C(=O)NS(=O)(=O)c2ccc(Cl)s2)cc1 (stereo not given)	-2
CC(=O)C1=CCC(c2ccc(F)cc2)N(S(=O)(=O)c2ccc(C)cc2)C1 (stereo not given)	-3&-1
COC(=O)N1C2CCCCC2=NN(c2ccccc2)N1C(=O)OC (stereo not given)	-3
CCCCC[C@@H]1CCCCC[C@@H](O)C[C@@H](O)[C@@H](O)/C=C/C(=O)O1	-2
CCCCNC(=O)C[C@@H]1C[C@@]2(C(=O)OCC)CCCC=C2N(CCC2=CCCCC2)C1=O	-3
CC(=O)Nc1cccc(-c2csc(C(C)(O)c3cccc(F)c3)n2)c1 (stereo not given)	-1
COc1cccc(NC(=O)C2(C)CCN2C(=O)C2CCCCC2)c1 (stereo not given)	0
CCCCCCCCN1C(=O)[C@H](CC(=O)NCc2ccc(OC)c(OC)c2)C[C@@]2(C(=O)OCC)CCCC=C12	-4
CC(C)CNC(=O)C1(C)CCCN1C(=O)c1cccnc1Oc1ccccc1 (stereo not given)	1
COCCCNC(=O)c1ccc2nc([C@@H]3O[C@H](CO)[C@H](O)[C@H](O)[C@H]3O)[nH]c2c1	0
CC1(C)Oc2cc3oc(=O)ccc3c3c2C2C1CCC(C)(O3)C2O (stereo not given)	-1
CCOC(=O)C1(C)CCCN(C(=O)c2cc(C)on2)C1 (stereo not given)	0
COc1ccc(NC(=O)c2cc(-c3ccc(F)cc3C)n[nH]2)cc1OC	6
COc1cccc(-c2cnc(C(O)c3ccc(OC)c(F)c3)[nH]2)c1 (stereo not given)	-2
COC(=O)C1=C(C)N(Cc2ccccc2)C(=S)NC1c1ccc(Cl)cc1 (stereo not given)	-1
CCNC(=O)C1(C)CCN(C(=O)c2cc(F)ccc2C)C1 (stereo not given)	-5
CCOC(=O)C1(C)CCCN1C(=O)c1cccc(F)c1 (stereo not given)	-1
COc1ccc(C)cc1NC(=O)ON=C1CCCCC1	-1
CC1(C(=O)Nc2ccc3nc[nH]c3c2)CCN1C(=O)C1(c2ccccc2)CC1 (stereo not given)	-2
CCCCCCCCN1C(=O)[C@H](CC(=O)NCc2cccc3ccccc23)C[C@@]2(C(=O)OC)CCCCC=C12	-2
Cc1noc(NS(=O)(=O)c2ccc(NS(=O)(=O)c3ccc(C(C)(C)C)cc3)cc2)c1C	-3
COc1ccc(NC(=O)N(C)C[C@H]2OCCCC[C@H](C)Oc3ccc(NC(=O)Nc4cccc5ccccc45)cc3C(=O)N([C@@H](C)CO)C[C@H]2C)cc1	-7
Cc1[nH]c2ccccc2c1CC(=O)Nc1ccc(Nc2cccnc2)c(-c2ccc(Cl)c(Cl)c2)c1	-4
COc1ccc(-c2cc(NC=O)c3ncc(-c4cccc(C(=O)NCCN(C)C)c4)n3c2)cn1	-1
CC(C)Nc1ncnc2c1ncn2[C@H]1CN(Cc2ccc3c(c2)OCO3)C[C@@H](CO)O1	2
COc1cc(/C=N/Nc2ccccc2)ccc1OC(=O)c1cccs1	4
COCc1cccc(-c2csc(C(C)(NC(C)=O)c3ccccc3)n2)c1 (stereo not given)	1
O=C(NC1CC1)c1ccc(-c2cnc3cccnn23)cc1	35*
O=C1c2ccccc2C(c2nnnn2-c2ccc3c(c2)OCCO3)N1Cc1ccc(F)cc1 (stereo not given)	-1
CCCCNC(=O)c1ccc2nc(CC)c(N(C)Cc3cccs3)n2c1	-2
COc1ccc(C(NC(=O)C2CCN(CCOc3ccc(Cl)cc3Cl)CC2)c2cccs2)cc1 (stereo not given)	0
CCCCCCCCN1C(=O)[C@H](CC(=O)NCc2cccs2)C[C@@]2(C(=O)OC)CC(C)(C)CC=C12	-5
Cc1ccc(SC[C@H](C)CN2CCC(NC(=O)OCc3ccccc3)CCC2=O)cc1 (stereo not given in full)	-3
Cc1nc(C(F)(F)F)ccc1C(=O)N1CCC1(C)C(=O)NS(=O)(=O)c1cccc(F)c1 (stereo not given)	-1
Cc1cc(C)c2c(CN3CCCCCCC3)cc(=O)oc2c1	0
CCN(CC)C(=O)c1cccc(-c2csc(C(O)c3ccc(F)c(OC)c3)n2)c1 (stereo not given)	0
CC(O)(c1ccccc1)c1nc(-c2ccc(S(C)(=O)=O)cc2)cs1 (stereo not given)	-2
COC(=O)[C@]12CCCCC=C1N(Cc1ccc3c(c1)OCO3)C(=O)[C@H](CC(=O)NCCCCc1ccccc1)C2	-1
COC(=O)[C@@]12C[C@@H](CC(=O)NCC34CC5CC(CC(C5)C3)C4)C(=O)N(Cc3ccccc3)C1=CCC(C)(C)C2	-10
Clc1ccccc1OCCNc1nc(NCC2CC2)nc2ccsc12	-5
O=C(Cc1cccc2ccccc12)NCC(=O)N1CCN(CC(=O)Nc2ccc(F)cc2)CC1	-2
CCc1nc2c(OCCOC)cccn2c1N(C)C(=O)c1ccco1	0
COC(=O)C1(C)COP(=O)(Nc2ccc(OC)cc2)OC1 (stereo not given)	-2
CCCCOCCCNC(=O)C[C@@H]1C[C@@]2(C(=O)OC)CCCCC=C2N(CCc2ccc(OC)c(OC)c2)C1=O	-4
CCNC(=O)C1(C)CCN1CCS(=O)(=O)c1ccc(C)cc1 (stereo not given)	-1
COc1ccc(NC(=O)c2cc(C3CCCCN3C(=O)c3cc(C(C)(C)C)nn3C)on2)c(C)c1 (stereo not given)	-6
CC(=O)N1C[C@H]2CON(C)[C@H]2C[C@H]1c1ccccc1-c1ccccc1	-2
COC(=O)[C@]12CCCCC=C1N(Cc1ccco1)C(=O)[C@H](CC(=O)NCC1CCCCC1)C2	-3
Cc1cc(C)n2c(Nc3c(C)cccc3C)c(CCc3ccccc3)nc2n1	-1
Cc1ccc(Cc2c(C3CCCCC3)nc3c(C)cc(Br)cn23)cc1	1

Next part; it opens with the 2 that closed the last part.
SMILES	Wnt bcat act
Cc1cc(C)n2c(Nc3c(C)cccc3C)c(CCc3ccccc3)nc2n1	-1
Cc1ccc(Cc2c(C3CCCCC3)nc3c(C)cc(Br)cn23)cc1	1
NS(=O)(=O)c1ccc(CCNc2nn3c(-c4cccc(OC(F)(F)F)c4)cnc3s2)cc1	-5
Cc1ccc(S(=O)(=O)NCc2ccccc2Br)cc1	-2
Cc1nc(C(F)(F)F)ccc1C(=O)N1CCC(C)(C(=O)NS(=O)(=O)C2CC2)C1 (stereo not given)	-1
O=C(Nc1ccc(F)c(Cl)c1)C1Cc2c(-c3cccc(F)c3)ccnc2O1 (stereo not given)	0
CCCOc1ccc(F)cc1-c1cc(C(=O)NCc2cccs2)[nH]n1	-3
COc1ccc(C(N)c2csc(Nc3ccc(C(=O)NCCCO)cn3)n2)cc1 (stereo not given)	-1
Cc1ccc(NC(=O)c2cc3cc(OC(F)(F)F)ccc3[nH]2)cc1	10
Cc1ccc(CN2CC(N3CCCC3)CS2(=O)=O)cc1 (stereo not given)	0
CNC[C@@H]1Oc2cc(Br)ccc2S(=O)(=O)N([C@H](C)CO)C[C@@H]1C	-3

Compound activity: PubChem, Broad Institute

A portion of the library; count on the stated rates, not on these rows.
